Screening data deposited in PubChem BioAssay by National Center for Advancing Translational Sciences (NCATS).
Vif-APOBEC3G blk = blocks the Vif interaction with human APOBEC3G; Potency, µM (titrated, usually from 46.1 µM), for the others: at the top dose activity, negative = active, actives largely listed as inhibitors; 0.076% of 410,000 active; AID 602310; Q9HC16; HeLa A3G-eYFP + Vif (tagged APOBEC3G with the HIV-1 protein that degrades it), YFP fluorescence, overnight;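 further: on the % scale 0 is the no-effect control and ±100 the full control effect; nearly all actives have a fitted effect of over 60% in size; hits raise eYFP signal because A3G escapes Vif-driven loss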
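Read-out is eYFP fluorescence (Ex 488/Em 500-530) from Vif-expressing HeLa A3G-eYFP cells; more signal means A3G escaped Vif-mediated degradation. Cells plated overnight, compound pinned in, incubated overnight at 37 deg C.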
TrxR1 substrate = substrates of rat thioredoxin reductase 1; purified TrxR1 substrate turnover, NADPH consumption readout; Potency, µM (series often up to 114 µM), inactives show top-dose activity change, negative = substrate turnover; O89049; AID 588456; 0.01% of 390,000 active; further: on the % scale 0 is the no-effect control and ±100 the full control effect; nearly all actives have a fitted effect of over 50% in size
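Rat TrxR1, dispensed at 90 nM, was prereduced with 400 uM NADPH (final) for 5 min at ~22 deg C, then incubated with compound 15 min before 400 uM selenite. A first-read NADPH fluorescence drop versus no-compound background flagged substrates.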
Vif-APOBEC3F blk = inhibitors of Vif-A3F interaction | HeLa A3F-eYFP + Vif (tagged APOBEC3F with the HIV-1 protein that degrades it), YFP fluorescence increase | Potency, µM (doses to about 46.1 µM), for inactives: top-dose activity, negative = active | 0.2% of 390,000 active; further: % of control where 0% means no effect; nearly all actives have a fitted effect of over 65% in size
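HeLa cells stably expressing Vif plus C-terminally eYFP-tagged A3F were seeded, incubated overnight at 37 deg C, dosed with compound, incubated overnight again at 37 deg C. Yellow fluorescence (Ex 488/Em 500-530) reported blocked Vif-mediated A3F-eYFP degradation.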
USP1-UAF1 inh = USP1/UAF1 (human) deubiquitinase inhibition; recombinant USP1/UAF1, Ub-Rhodamine cleavage fluorescence; Potency, µM (highest dose often 57.1 µM), without a hit: at the highest dose activity change, negative = inhibition, most hits filed as inhibitors; 0.23% of 390,000 active; O94782; further: on the % scale 0 is the no-effect control and ±100 the full control effect; nearly all actives have a fitted effect of over 60% in size; inactives centre near -12
Target sequence (O94782 whole entry, looked up): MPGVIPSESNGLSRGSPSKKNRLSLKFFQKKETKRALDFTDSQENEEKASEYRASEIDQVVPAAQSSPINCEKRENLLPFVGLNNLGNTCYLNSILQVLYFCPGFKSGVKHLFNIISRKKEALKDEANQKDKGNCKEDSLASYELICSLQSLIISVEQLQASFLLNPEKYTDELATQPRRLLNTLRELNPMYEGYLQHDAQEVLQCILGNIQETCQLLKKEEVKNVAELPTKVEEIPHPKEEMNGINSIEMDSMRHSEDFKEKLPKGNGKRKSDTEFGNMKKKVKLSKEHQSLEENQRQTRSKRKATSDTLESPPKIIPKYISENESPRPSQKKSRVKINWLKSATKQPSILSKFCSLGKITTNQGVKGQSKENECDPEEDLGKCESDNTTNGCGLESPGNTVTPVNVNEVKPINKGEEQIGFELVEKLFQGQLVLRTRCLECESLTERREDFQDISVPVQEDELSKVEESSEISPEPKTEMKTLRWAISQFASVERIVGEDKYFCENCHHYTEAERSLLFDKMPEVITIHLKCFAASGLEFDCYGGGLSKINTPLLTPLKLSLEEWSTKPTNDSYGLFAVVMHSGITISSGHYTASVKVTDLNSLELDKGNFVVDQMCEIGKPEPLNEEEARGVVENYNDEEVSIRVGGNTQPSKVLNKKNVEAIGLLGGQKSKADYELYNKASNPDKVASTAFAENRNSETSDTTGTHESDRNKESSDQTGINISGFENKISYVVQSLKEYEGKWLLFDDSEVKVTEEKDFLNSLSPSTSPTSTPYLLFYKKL
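Step one: compound is pinned into 1nM USP1/UAF1 in HEPES pH 7.8 buffer with TCEP. Step two: 15 min room-temperature incubation. Step three: Ub-Rho (150nM final) starts cleavage, tracked by fluorescence over six one-minute reads.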
12-LOX inh = inhibitors of human 12S-lipoxygenase ALOX12; P18054; Potency, µM (titrated, usually from 108 µM), for the others: top-dose activity change, negative = inhibition, most hits filed as inhibitors; 1.1% of 580,000 active; AID 1671190; purified 12hLO, xylenol orange hydroperoxide absorbance; further: on the % scale 0 is the no-effect control and ±100 the full control effect
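Purified human 12hLO (150 nM final) in 25 mM Hepes, 0.01% Triton X-100, pH 7.0 was preincubated 15 min at room temperature with compound. Then 40 uM arachidonic acid was added, 30 min. Hydroperoxide was read by Fe-XO absorbance ratio 573/405 nm.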
RGS4 inhibitor = blocks human RGS4-accelerated GTP hydrolysis. P49798. 0.039% of 390,000 active. Potency, µM (series often up to 114 µM), for inactives: top-dose activity change, negative = inhibition, hits mostly inhibitors. Transcreener GDP fluorescence polarization, RGS4-accelerated GTP hydrolysis; further: on the % scale 0 is the no-effect control and ±100 the full control effect; nearly all actives have a fitted effect of over 75% in size; some results filed as inactive show a strong effect at the top dose
Target sequence (P49798 whole entry, looked up): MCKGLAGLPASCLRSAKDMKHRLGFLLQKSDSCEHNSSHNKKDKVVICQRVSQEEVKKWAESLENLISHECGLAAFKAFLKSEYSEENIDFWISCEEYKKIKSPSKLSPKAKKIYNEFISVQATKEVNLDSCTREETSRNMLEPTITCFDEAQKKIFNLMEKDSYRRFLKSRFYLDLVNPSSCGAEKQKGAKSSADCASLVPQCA
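MLSMR compounds (23 nl, pin-transferred) preincubated 10 min at room temperature with a 500nM (2x) first reagent, then RGS4 at 900nM (2x) plus Transcreener GDP mix added; fluorescence polarization (620/688 nm) read before and after 90 min at 30 °C.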
IDH1 R132H inh = blocks human mutant IDH1 R132H enzyme; O75874; IDH1-R132H enzyme, NADPH consumption, diaphorase/resazurin fluorescence; Potency, µM (highest dose often 76.6 µM), for the others: top-dose activity change, negative = inhibition, actives largely listed as inhibitors; 0.093% of 390,000 active; AID 602179; further: on the % scale 0 is the no-effect control and ±100 the full control effect; nearly all actives have a fitted effect of over 65% in size
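IDH1-R132H (0.5 ug/mL dispensed) in pH 7.5 Tris buffer was preincubated 30 min with compound, then given a substrate mix of 0.016 mM NADPH and 2 mM alpha-KG for 80 min at room temperature; remaining NADPH was read by diaphorase/resazurin fluorescence.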
RXFP1 agonist = activates the human relaxin receptor RXFP1; HEK293T-RXFP1 cAMP TR-FRET, 30 min; response scale: percent of porcine relaxin response, buffer zero; Potency, µM (series often up to 57.5 µM), for inactives: top-dose activation, most hits filed as activators; 0.3% of 370,000 active; AID 2676; further: on the % scale 0 is the no-effect control and ±100 the full control effect; nearly all actives have a fitted effect of over 60% in size; many of its hits are not listed in these tables
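cAMP rise read by TR-FRET after 30 min, 37C compound exposure (up to 58 uM) in RXFP1-transfected HEK293 cells with Ro 20174 present. EC50 from Hill-equation fits, with 29 nM porcine relaxin as 100% and buffer as basal.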
TrxR1 inh = inhibitors of rat thioredoxin reductase 1; AID 588453; O89049; recombinant rTrxR1, NADPH fluorescence consumption, selenite substrate; Potency, µM (top dose mostly 114 µM), without a hit: top-dose activity change, negative = inhibition, usual class: inhibitors; 1% of 390,000 active; further: on the % scale 0 is the no-effect control and ±100 the full control effect; nearly all actives have a fitted effect of over 65% in size
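Rat TrxR1 (90 nM in the dispensed reagent) was pre-reduced with 400 uM NADPH for 5 min at room temperature, then incubated with compound for 15 min. After 400 uM selenite was added, NADPH fluorescence (Ex 340/Em 450 nm) was followed for 8 min.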
Starred values were filed as active, the others as inactive; ? = inconclusive; · = not tested or not shown; [ ] = dose if it differs, or a comment. The call rests on the fitted dose curve; in most records, active means well fitted curve in the direction sought with a large enough effect; inconclusive means small, poorly fitted or top-dose-only effect, or another doubt; inactive means no such curve, though single readings can be large; an effect the other way counts as inactive or inconclusive. Potency means the concentration at half of the fitted maximal effect. A portion of the library; the hit share may differ from the screen's.

SMILES | Vif-APOBEC3G blk | TrxR1 substrate | Vif-APOBEC3F blk | USP1-UAF1 inh | 12-LOX inh | RGS4 inhibitor | IDH1 R132H inh | RXFP1 agonist | TrxR1 inh
Clc1ccc(-c2nn3c(C4COc5ccccc5O4)nnc3s2)cc1 (stereo not given) | 0% | -8% | 2% | -10% | ? | ? | 10% | 2.0% | -20%
COc1ccc(/C=N/NC(=O)CCc2c(C)n[nH]c2C)cc1O | -1% | -16% | 3% | -6% | 0% | 9% | 1% | 3.4% | -20%
C=CCN1C(c2ccccc2)=CS/C1=C(/C#N)c1nnc(N2CCOCC2)n1-c1ccccc1 | 0% | -6% | 2% | -21% | -14% | ? | 1% | -1.9% | 6%
Cc1noc(C)c1COC(=O)COc1cccc2c1OC(C)(C)C2 | -3% | 13%[57.1 µM] | -8% | -7% | 0% | -1% | 5% | 3.2% | 26%[57.1 µM]
COc1ccc(C(CNC(=O)c2ccc(Cl)c(S(=O)(=O)N3CCCC3)c2)N2CCCC2)cc1 (stereo not given) | 3% | 0% | 4% | -11% | 219%[activator] | 23% | -12% | -1.4% | 13%
O=C(c1ccc(OCC2CCCO2)cc1)N1CCc2ccccc2C1 (stereo not given) | 0% | 6%[57.1 µM] | 0% | 2% | ? | -8% | 1% | 2.3% | 23%[57.1 µM]
COC(=O)[C@]1(Cc2ccccc2)N[C@H](CN(C)C(=O)c2ccccc2)[C@@H]2C(=O)N(Cc3ccccc3)C(=O)[C@@H]21 | 2% | 0% | 1% | -32% | -15% | -6% | 9% | · | 12%
CCn1c(COc2ccccc2C)nnc1SCC(=O)CC(=O)Nc1ccccc1 | 2% | -2% | -6% | -13% | -9% | -24% | 1% | 0.4% | -23%
Cc1ccc(-c2nnc(SCC(=O)N3CC(C)CC(C)C3)o2)cc1C (stereo not given) | 0% | -1%[57.1 µM] | -3% | -14% | 141%[activator] | 2% | -14% | -0.4% | 29%[57.1 µM]
CCC(C)C(=O)Nc1ccc([N+](=O)[O-])cc1OC (stereo not given) | 3% | 0% | 8% | -8% | ? | 4% | 0% | 2.2% | 9%
CN(CC(=O)Nc1cccc(F)c1)CC(=O)N1CCc2ccccc21 | -2% | -4% | 5% | -21% | -21% | -17% | 5% | 0.0% | -3%
c1ccc(COc2ncnc3c2ncn3CCCNCc2ccccn2)cc1 | -2% | -3% | 6% | -2% | 4% | -5% | -14% | · | -23%
CSc1cccc(NC(=O)c2nnn(Cc3ccccc3)c2N)c1 | -2% | -6% | 5% | -16% | -2% | -28% | 0% | 2.3% | -2%
CCN(CC)C(=O)c1sc2c(c1C)c(=O)n(-c1ccc(OC)cc1OC)c(=O)n2CC(=O)c1ccc(Cl)cc1 | 0% | 4%[57.1 µM] | -7% | ? | -12% | -23% | 17% | 1.2% | 6%[57.1 µM]
C=CCn1c(-c2cc(OC)cc(OC)c2)n[nH]c1=S | 0% | 8% | -2% | -7% | ? | -29% | 2% | 2.6% | -17%
FCc1nc2nc(Cl)c(Cl)nc2[nH]1 | 2% | · | 0% | -19% | ? | · | 7% | · | ·
Cc1ccc(C(=O)N/C(=C\c2cccc([N+](=O)[O-])c2)C(=O)NC(Cc2ccccc2)C(=O)O)cc1 (stereo not given) | -1% | -2% | 0% | -19% | -22% | -26% | 7% | 0.2% | -3%
CCOC(=O)N1CCC(C(=O)NNC(=O)c2ccc(Cl)cc2Cl)CC1 | 0% | -8% | 3% | -4% | 13% | -6% | -14% | 0.0% | -15%
C/C(CC(=O)Nc1ccccn1)=N\NC(=O)C(=O)Nc1ccccc1C | -3% | -4% | -11% | -2% | 13% | 3% | 0% | 0.3% | -2%
S=C(NC1CCCCC1)N1CCN(c2ccccn2)CC1 | 0% | 11%[57.1 µM] | -29% | -5% | 0% | 5% | -5% | 0.7% | 19%[57.1 µM]
Cc1nc(C(=O)NNC(=O)c2ccc(C(F)(F)F)cc2)cs1 | 1% | -6% | -8% | -7% | -6% | -10% | 2% | 2.0% | -6%[57.1 µM]
Cc1noc(C)c1COc1ccc(C(=O)OCC(=O)Nc2ccc3c(c2)OCO3)cc1 | -7% | -3% | -10% | -2% | 0% | 18% | 3% | 2.8% | 4%
CCOc1ccc(S(=O)(=O)N=C(c2ccccc2)N2CCOCC2)cc1 | 3% | -4%[2.29 µM] | 0% | -6% | 3% | 14% | 1% | · | -1%[2.29 µM]
CCOc1ccc(C(=O)Nc2cccc(-n3cnnn3)c2)cc1OCC | 1% | -3% | 0% | -15% | 4% | -16%[56.9 µM] | 15% | -0.5% | 13%
CC(C)C(=O)Nc1sc2c(c1C#N)CCCCC2 | -5% | -5% | · | -19% | ? | -39% | 6% | -0.7% | -14%
c1cc(OCCCN2CCCCC2)ccc1CN1CCCCC1 | -4% | -1% | 2% | -1% | -28% | -2% | 18% | -0.2% | 3%
COc1ccc(C(=O)NCC(=O)Nc2ccc(-c3ccccc3)cc2)cc1 | -1% | 19% | -7% | -8% | ? | -21% | 10% | 3.8% | 44%[activator]
O=C(CCCCn1c(=O)c2ccccc2n(Cc2ccccc2F)c1=O)NCc1ccccc1Cl | -4% | 5% | -9% | ? | ? | 27% | -4% | 3.3% | 32%
N/C(=C\C(=O)c1cc(Cl)ccc1O)C(Cl)(Cl)Cl | ? | -6% | ? | ? | ? | 6%[11.4 µM] | -10% | -1.2% | 76%[activator]
Cc1ccccc1NC(=O)c1ccc(Cn2cc([N+](=O)[O-])cn2)o1 | -6% | 0% | 1% | -11% | 1% | -5%[11.4 µM] | 4% | -1.2% | 14%
COc1cccc(NC=C2C(=O)OC3(CCCCC3)OC2=O)c1 | 2% | -16% | 0% | -3% | -21% | 11% | -4% | 1.4% | -18%
O=C(N/N=C1\NC(=O)C(CO)(CO)S1)c1ccccc1 | 0% | 8%[57.1 µM] | -2% | -16% | 0% | -34% | 2% | 1.6% | 14%[57.1 µM]
Cc1ccc(S(=O)(=O)/N=C(/Nc2c(C)cccc2C)c2ccccc2)cc1 | 1% | 1% | 2% | -7% | -3% | 5% | 3% | · | -1%
COc1cccc(NC(=O)CN2C(=O)NC3(CCCc4ccccc43)C2=O)c1 (stereo not given) | -13% | 3% | -1% | -21% | ? | -24% | 9% | -1.3% | 15%
CCOC(=O)c1c(NC(=O)COC(=O)C2CCC2)sc(C(=O)N(C)C)c1C | -5% | -4% | -8% | -12% | 2% | -49% | 2% | 0.8% | -4%
CC(=O)Nc1cccc(-c2cc(C)c3cc4c(cc3n2)OCO4)c1 | -5% | 11% | 10% | -15% | ? | 0%[56.9 µM] | -8% | 1.7% | -6%
N#Cc1ncc(-c2ccc3c(c2)OCCOCCOCCOCCO3)nc1C#N | 2% | -3% | 6% | -22% | ? | 6% | 2% | 1.4% | -13%
CCOC(=S)SCC(=O)Nc1nc(-c2ccccc2)cs1 | ? | -2% | 1% | -22% | -38% | -43% | 6% | -2.0% | 0%
CSc1ncccc1C(=O)N1CCCC(N2CCN(c3ccccc3C)CC2)C1 (stereo not given) | 4% | · | 3% | -19% | 0% | · | 6% | · | ·
Cc1ccc(S(=O)(=O)N/N=C\c2cc3c(cc2[N+](=O)[O-])OCO3)cc1 | 2% | -6%[57.1 µM] | -2% | -9% | ? | ? | 15% | 0.2% | ?
OCCN1CCN(c2nc(N3CCCCC3)nc(N3CCCCC3)n2)CC1 | -6% | 2% | -2% | -14% | 1% | 16% | 1% | 0.2% | 8%
CC(=O)c1cccc(NC(=O)C2CC(=O)N(c3cccc(C)c3C)C2)c1 (stereo not given) | 3% | 8% | -5% | 4% | 0% | 21% | 12% | 1.3% | 21%
